IDE exosite FP: exo-site inhibitors of human insulin-degrading enzyme | P14735 | purified IDE, FL-6b probe fluorescence polarization; hits give low values | z-score at 20 µM | hit rate 6.3% among 17,000;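 active = z-score of -3 or lower, meaning strong loss of probe binding signal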;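 note: His-tagged human IDE residues 42-1019 made in E. coli with 30 nM FL-6b probe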
Target sequence (P14735 42-1019 limits assumed): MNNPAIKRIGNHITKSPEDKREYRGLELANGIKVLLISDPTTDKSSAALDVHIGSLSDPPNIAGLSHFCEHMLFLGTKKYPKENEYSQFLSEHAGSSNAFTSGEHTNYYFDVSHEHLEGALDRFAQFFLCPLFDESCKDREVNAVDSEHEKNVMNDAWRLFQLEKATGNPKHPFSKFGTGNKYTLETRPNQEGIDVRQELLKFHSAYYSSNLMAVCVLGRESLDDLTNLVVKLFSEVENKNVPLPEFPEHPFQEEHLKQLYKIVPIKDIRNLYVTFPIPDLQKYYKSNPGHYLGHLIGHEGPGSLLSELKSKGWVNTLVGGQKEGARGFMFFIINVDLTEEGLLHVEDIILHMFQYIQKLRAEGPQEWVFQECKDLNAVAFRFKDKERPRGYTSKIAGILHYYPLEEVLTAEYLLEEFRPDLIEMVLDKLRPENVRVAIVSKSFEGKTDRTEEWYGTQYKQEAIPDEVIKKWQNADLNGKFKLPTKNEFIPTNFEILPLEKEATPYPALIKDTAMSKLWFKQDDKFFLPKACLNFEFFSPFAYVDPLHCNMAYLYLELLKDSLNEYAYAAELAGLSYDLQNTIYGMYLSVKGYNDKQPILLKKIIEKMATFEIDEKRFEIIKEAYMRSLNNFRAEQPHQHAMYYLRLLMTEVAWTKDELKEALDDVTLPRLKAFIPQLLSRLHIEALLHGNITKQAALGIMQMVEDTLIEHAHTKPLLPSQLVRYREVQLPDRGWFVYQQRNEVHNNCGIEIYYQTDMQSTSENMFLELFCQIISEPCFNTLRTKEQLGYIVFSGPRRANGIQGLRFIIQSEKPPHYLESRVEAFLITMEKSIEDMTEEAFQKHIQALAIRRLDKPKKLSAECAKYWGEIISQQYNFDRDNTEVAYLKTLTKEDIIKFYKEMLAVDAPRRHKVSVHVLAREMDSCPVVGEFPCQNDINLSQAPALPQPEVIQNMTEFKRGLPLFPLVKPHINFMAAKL
* = called active by the depositor; & = joins results of further samples. The list is partial. The share of hits here may be higher or lower than overall.

SMILES	IDE exosite FP
O=C(C1CC1)N1CC(=O)N2[C@H](CO)[C@@H](c3ccc(-c4ccccc4F)cc3)[C@@H]2C1	-6.2*
COc1cccc(NC(=O)N[C@H]2C=C[C@H](CC(=O)NCc3ccncn3)O[C@@H]2CO)c1	1.5
CO[C@H]1CN(C)C(=O)c2cc(NC(=O)Cc3ccccc3)ccc2OC[C@H](C)N(C(=O)c2ccccc2F)C[C@H]1C	1.5
COc1ccccc1NC(=O)N1[C@@H]2CNC[C@H]1C2c1ccc(-c2cccc(C#N)c2)cc1 (some centres not stated)	-0.21&1.4
COc1ccccc1-c1ccc2c(c1)O[C@@H](CN(C)CC1CCOCC1)[C@@H](C)CN([C@@H](C)CO)S2(=O)=O	0.31
COc1ccc(C#Cc2ccc([C@H]3[C@H](CO)N4CCCCN(C)C[C@@H]34)cc2)cc1	0.046
O=C(Nc1cc(F)ccc1F)N1CCCCN2[C@@H](CO)[C@@H](c3ccc(C4=CCCCC4)cc3)[C@@H]2C1	0.57
COCC#Cc1ccc([C@@H]2[C@H](CO)N3C(=O)CN(C(=O)C4CCC4)C[C@@H]23)cc1	2.7
COc1ccc(S(=O)(=O)N2C[C@@H](O)COC[C@H]3O[C@H](CC(=O)N[C@H]4CCN(Cc5ccccc5)C4)CC[C@@H]32)cc1	-0.15
COCC(=O)N1CC2(C1)[C@H](c1ccc(-c3ccc(C)cc3)cc1)[C@@H](CO)N2C(C)=O	2
O=C(Nc1cc(F)ccc1F)N[C@@H]1CC[C@H](CC(=O)N2CCc3ccccc3C2)O[C@H]1CO	4
O=S(=O)(Cc1ccccc1)N1CCCCN2[C@H](C1)[C@H](c1ccc(-c3ccncc3)cc1)[C@@H]2CO	4.3
O=C(Nc1ccccc1F)N1C[C@@H]2N[C@H](C1)C2c1ccc(-c2ccccc2)cc1 (some centres not stated)	0.75
COc1ccc2c3c(n(C)c2c1)[C@@H](CO)NCC31CN(CC2CCOCC2)C1	0.57
C[C@H](O)C#Cc1ccc([C@H]2[C@@H](CO)N3CCCCN(C(=O)Nc4ccccc4)C[C@H]23)cc1	1.2
CN1C(=O)c2cc(NC(=O)c3cnccn3)ccc2OC[C@H]2O[C@H](CC(=O)NCC3CCCCC3)CC[C@H]21	-1.6
COc1cccc(S(=O)(=O)N2CCCCN3[C@H](CO)[C@@H](c4ccc(-c5cncnc5)cc4)[C@H]3C2)c1	1.6
C/C=C/c1ccc([C@@H]2[C@@H](CN(C)C(=O)CC)N(C(=O)C3CC3)[C@H]2CO)cc1	1.1
OC[C@H]1[C@@H](c2ccc(-c3ccccc3F)cc2)[C@@H]2CN(Cc3cncnc3)CCCCN12	-2.7
N#C[C@@H]1[C@@H](c2ccc(-c3cncnc3)cc2)[C@H](CO)N1C(=O)Cc1ccccc1	1.2
C[C@@H](NC(=O)C[C@@H]1C=C[C@@H](NC(=O)c2cccnc2)[C@@H](CO)O1)c1ccccc1	0.34
Cc1ccc(CN2CC(=O)N3[C@H](C2)[C@H](c2ccc(-c4ccccc4F)cc2)[C@@H]3CO)cc1	0.86
O=C(CC1CC1)N1[C@H](CO)[C@H]2c3ccccc3N(S(=O)(=O)c3ccccc3F)C[C@H]21	-0.32
O=C(CN1CCOCC1)N1C[C@@H]2N[C@H](C1)C2c1ccc(-c2ccncc2)cc1 (some centres not stated)	0.19
O=C(CN1CCOCC1)N1CC(=O)N2[C@H](CO)[C@@H](c3ccc(-c4ccccc4)cc3)[C@H]2C1	3.1
N#C[C@H]1[C@H](c2ccc(C#CC3CC3)cc2)[C@H](CO)N1C(=O)Cc1ccccn1	3.1
O=C(c1ccccc1)N1CC(=O)N2[C@H](CO)[C@H](c3ccc(C4=CCCC4)cc3)[C@@H]2C1	0.49
N#C[C@H]1[C@@H](c2ccc(C#CC3CCCCC3)cc2)[C@H](CO)N1C(=O)c1cccc(F)c1	1.8
COc1ccccc1-c1ccc([C@@H]2[C@H](CO)N3CCCCN(C(=O)c4ccncc4)C[C@@H]23)cc1	-13*
C/C=C/c1ccccc1[C@H]1[C@@H](C#N)N(C(=O)c2cccnc2)[C@@H]1CO	0.98
COc1ccccc1-c1cn(CC[C@@H]2CC[C@H](NC(=O)C3CCCCC3)[C@@H](CO)O2)nn1	-1.3
C[C@H](O)C#Cc1ccc([C@H]2[C@@H](CO)N3CCCCN(C(=O)c4cccc(F)c4)C[C@@H]23)cc1	1.9
C=C(C)C[C@@H]1CCn2nncc2COCCNC1=O	-1.5
CO[C@H]1CC[C@@H]2CCOc3c(C#N)cccc3C(=O)N(C)C[C@@H](OC)[C@H](C)C(=O)N(C)C[C@@H]1O2	-0.14
O=C(Nc1ccc(F)cc1)N1CC(=O)N2[C@H](CO)[C@H](c3ccc(C#Cc4ccccc4)cc3)[C@@H]2C1	-0.57
C[C@@H]1CN([C@@H](C)CO)C(=O)c2ccccc2-c2ccccc2CO[C@@H]1CN(C)C(=O)[C@@H]1CCCN1C	-0.037
C[C@@H]1CCCCO[C@@H](CN(C)C(=O)CCCN(C)C)[C@H](C)CN([C@@H](C)CO)C(=O)c2cc(NS(=O)(=O)c3ccc(Cl)cc3)ccc2O1	1.5
N#C[C@@H]1[C@H](c2ccccc2-c2cccc(F)c2)[C@H](CO)N1C(=O)Cc1cccnc1	2.4
Cc1noc(C)c1S(=O)(=O)N(C)C[C@H]1OCCCC[C@@H](C)Oc2ccc(NC(=O)CCC(F)(F)F)cc2C(=O)N([C@@H](C)CO)C[C@@H]1C	1.6
O=C(c1cccc(F)c1)N1CCCCN2[C@H](C1)[C@H](c1ccc(-c3cccnc3)cc1)[C@@H]2CO	1.1
COCC(=O)N1[C@H](CO)[C@H](c2ccccc2-c2ccccc2)[C@@H]1C#N	2.7
CN1C(=O)c2cc(NC(=O)Cc3cccs3)ccc2OC[C@@H]2O[C@H](CC(=O)NCc3ccc(-c4ccccc4)cc3)CC[C@H]21	0.77
O=C(O)[C@@H]1[C@@H](CO)[C@@H]2Cn3c(ccc(C4=CCCCC4)c3=O)[C@@H]2N1Cc1ccc2c(c1)OCO2	-0.98
CCC(=O)N1CC(=O)N2[C@H](CO)[C@H](c3ccc(-c4ccccc4F)cc3)[C@H]2C1	-7.4*
CN1C[C@@H]2[C@H](c3ccccc31)[C@H](CO)N2Cc1ccccc1Cl	-0.093
CCN(C[C@H]1N[C@@H](CO)[C@@H]1c1ccccc1)C(=O)c1ccncc1	-0.06
O=C(c1ccccc1)N(CC1CCC1)C[C@@H]1N[C@H](CO)[C@@H]1c1ccccc1	-1
C[C@H](CO)N1C[C@H](C)[C@H](CN(C)Cc2cccnc2)OCc2ccccc2-c2ccccc2C1=O	1.3
CCC(=O)N1[C@H](CO)[C@H](c2ccccc2-c2ccccc2)[C@@H]1C#N	0.78
CC(=O)N(C[C@H]1N[C@H](CO)[C@@H]1c1ccc(-c2cncnc2)cc1)C1CCCC1	4.8
CC(C)CC#Cc1ccc([C@@H]2[C@@H](CO)N3C(=O)CN(C(=O)NC4CCCCC4)C[C@@H]23)cc1	3.6
O=C(C[C@@H]1C[C@H]2c3cc(NS(=O)(=O)c4ccc(F)cc4)ccc3O[C@H]2[C@H](CO)O1)NCCN1CCCCC1	0.84
Cc1ccc(S(=O)(=O)NCC[C@@H]2CC[C@H](NC(=O)c3cccnc3)[C@H](CO)O2)cc1	2.1
N#C[C@H]1[C@H](c2ccc(C3=CCCC3)cc2)[C@@H](CO)N1C(=O)c1cccc(F)c1	5.4
O=C(C1CC1)N1CC(=O)N2[C@H](C1)[C@@H](c1ccc(C#CC3CCCC3)cc1)[C@@H]2CO	2.6
C[C@@H]1CCCCO[C@H](CN(C)C(=O)NC2CCCCC2)[C@@H](C)CN([C@@H](C)CO)C(=O)c2cc(N(C)C)ccc2O1	-0.023
COc1ccc2c3c(n(C)c2c1)[C@@H](CO)N(S(C)(=O)=O)CC31CCN(Cc2nccs2)CC1	-0.41
O=C(c1ccccc1F)N1C[C@@H]2[C@H](c3ccccc31)[C@@H](CO)N2Cc1ccc2c(c1)OCO2	1.4
COc1ccccc1NC(=O)N1CCCCN2[C@@H](CO)[C@H](c3ccc(-c4cccc(C#N)c4)cc3)[C@@H]2C1	-0.83
COc1cccc(NC(=O)N2[C@H](CO)[C@@H](c3ccccc3)[C@H]2CNCC(C)C)c1	-0.87

For convenience, some entries already given:
SMILES	IDE exosite FP
COCC(=O)N1[C@H](CO)[C@H](c2ccccc2-c2ccccc2)[C@@H]1C#N	2.7
CN1C(=O)c2cc(NC(=O)Cc3cccs3)ccc2OC[C@@H]2O[C@H](CC(=O)NCc3ccc(-c4ccccc4)cc3)CC[C@H]21	0.77
O=C(O)[C@@H]1[C@@H](CO)[C@@H]2Cn3c(ccc(C4=CCCCC4)c3=O)[C@@H]2N1Cc1ccc2c(c1)OCO2	-0.98
CCC(=O)N1CC(=O)N2[C@H](CO)[C@H](c3ccc(-c4ccccc4F)cc3)[C@H]2C1	-7.4*
CN1C[C@@H]2[C@H](c3ccccc31)[C@H](CO)N2Cc1ccccc1Cl	-0.093
CCN(C[C@H]1N[C@@H](CO)[C@@H]1c1ccccc1)C(=O)c1ccncc1	-0.06
O=C(c1ccccc1)N(CC1CCC1)C[C@@H]1N[C@H](CO)[C@@H]1c1ccccc1	-1
C[C@H](CO)N1C[C@H](C)[C@H](CN(C)Cc2cccnc2)OCc2ccccc2-c2ccccc2C1=O	1.3
CCC(=O)N1[C@H](CO)[C@H](c2ccccc2-c2ccccc2)[C@@H]1C#N	0.78
CC(=O)N(C[C@H]1N[C@H](CO)[C@@H]1c1ccc(-c2cncnc2)cc1)C1CCCC1	4.8
CC(C)CC#Cc1ccc([C@@H]2[C@@H](CO)N3C(=O)CN(C(=O)NC4CCCCC4)C[C@@H]23)cc1	3.6
O=C(C[C@@H]1C[C@H]2c3cc(NS(=O)(=O)c4ccc(F)cc4)ccc3O[C@H]2[C@H](CO)O1)NCCN1CCCCC1	0.84

Continuation.
SMILES	IDE exosite FP
CO[C@H]1CC[C@H]2CCN(C)C(=O)CCCN(C)C(=O)c3cc(C#N)ccc3OC[C@@H]1O2	0.19
CC(C)NC(=O)N[C@H]1CC[C@@H](CC(=O)NCCCN(C)C)O[C@H]1CO	-0.15
CO[C@@H](CN(C)S(=O)(=O)c1cn(C)cn1)[C@@H](C)CN(C(=O)Nc1ccc(C(F)(F)F)cc1)[C@@H](C)CO	1.5
C/C=C/c1ccc([C@H]2[C@@H](CO)N(CC3CC3)[C@@H]2CN(C(C)=O)C(C)C)cc1	0.63
CCCN1[C@@H]2c3ccc(-c4ccncc4)c(=O)n3C[C@@H]2[C@@H](CO)[C@@H]1C(=O)NCCCN1CCOCC1	-0.78
COc1cc(CN2[C@@H]3CNC[C@H]2C3c2ccc(-c3ccc(C#N)cc3)cc2)cc(OC)c1 (some centres not stated)	0.45
CN(C)C(=O)c1ccc(-c2ccc3c(c2)[C@@H]2[C@@H](CCN2C(=O)C2CCCC2)[C@H](CO)N3C)cc1	-0.4
C/C=C/c1ccc2c(c1)[C@@H]1[C@@H](CCN1C(=O)C1CCCC1)[C@H](CO)N2	1.5
COCC#Cc1ccc([C@H]2[C@H](CO)N3CCCCN(C(=O)COC)C[C@@H]23)cc1	3.5
CC(C)(C)[S@](=O)N1Cc2cc(C(=O)N3CCc4ccccc4C3)nc(-c3cccc(-c4cncnc4)c3)c2[C@@H]1CCO	-0.61
CC(C)(O)C#Cc1ccc([C@@H]2[C@H]3CN(C(=O)c4cccc(F)c4)CCCCN3[C@H]2CO)cc1	-1.5
O=C(C[C@@H]1C[C@H]2c3cc(NC(=O)c4ccc5c(c4)OCO5)ccc3O[C@H]2[C@@H](CO)O1)NCc1ccc(Oc2ccccc2)cc1	0.36
CCCNC(=O)N1[C@H](CO)[C@H](c2ccc(-c3cccc(OC)c3)cc2)[C@@H]1C#N	-1.2
C[C@@H]1CCCCO[C@@H](CN(C)C(=O)c2ccncc2)[C@@H](C)CN([C@H](C)CO)C(=O)c2cc(NS(=O)(=O)c3cccs3)ccc2O1	-1
CN(C)C(=O)[C@@H]1[C@@H](CO)[C@@H]2Cn3c(cccc3=O)[C@H]1N2CC1CCOCC1	0.42
CC(C)COC(=O)N(C)C[C@@H]1OCc2ccccc2-c2ccccc2C(=O)N([C@H](C)CO)C[C@@H]1C	-0.18
CN1C(=O)c2cc(NC(=O)C3CCOCC3)ccc2OC[C@@H]2O[C@@H](CC(=O)NCC3CCCCC3)CC[C@H]21	-0.21
CO[C@@H]1CN(C)C(=O)c2cc(NC(=O)c3nc4ccccc4s3)ccc2OC[C@H](C)NC[C@H]1C	0.8
CN(C)CC#Cc1ccc([C@H]2[C@@H](CO)N3CCCCN(C(=O)Nc4ccc(F)cc4)C[C@@H]23)cc1	1
CC(=O)N(C[C@H]1N[C@H](CO)[C@@H]1c1ccc(-c2cccnc2)cc1)C1CCCC1	1.9
O=C(Nc1ccccc1F)N1CC(=O)N2[C@H](C1)[C@@H](c1ccc(C#Cc3ccccc3)cc1)[C@@H]2CO	-2.8
CC(C)NC(=O)Nc1ccc2c(c1)C(=O)N([C@@H](C)CO)C[C@@H](C)[C@@H](CN(C)C(=O)C1CCCCC1)OCCCC[C@H](C)O2	0.32
COc1ccccc1NC(=O)N1C[C@H](O)COC[C@H]2O[C@@H](CC(=O)NCCc3ccncc3)CC[C@@H]21	-0.1
C[C@H](O)C#Cc1ccc([C@H]2[C@H]3CN(C(=O)Nc4ccccc4)CCCCN3[C@H]2CO)cc1	-1
CO[C@H]1CC[C@@H]2CCOc3ccc(C#N)cc3C(=O)N(C)[C@H](C)C(=O)N(C)C[C@@H]1O2	0.06
CN(C)C(=O)c1ccc(-c2ccccc2[C@H]2[C@@H](C#N)N(C(=O)C3CCCCC3)[C@H]2CO)cc1	0.56
CO[C@H]1CN(C)C(=O)c2ccc(NC(C)=O)cc2OC[C@@H](C)N(Cc2cccc(F)c2)C[C@@H]1C	-1.1
C[C@@H]1CN([C@@H](C)CO)C(=O)CCCn2nncc2CO[C@@H]1CN(C)C(=O)c1ccc2ccn(C)c2c1	-0.69
COc1ccc(NC(=O)N2CC(=O)N3[C@@H](CO)[C@H](c4ccc(/C=C/c5ccccc5)cc4)[C@@H]3C2)cc1	2.6
Cn1cnc(S(=O)(=O)N2[C@@H]3CNC[C@H]2C3c2ccc(-c3ccccc3F)cc2)c1 (some centres not stated)	-0.034&-1.1

High-throughput results as filed in PubChem BioAssay.
